# High-throughput results as filed in PubChem BioAssay.
# G9a block – blocks human histone lysine methyltransferase G9a; G9a H3K9 monomethylation, AlphaScreen, 2 h; Q96KQ7; hit rate 8.8% among 350,000; Potency, µM (top dose mostly 102 µM), without a hit: at the highest dose activity, negative = inhibition, actives largely listed as inhibitors; note: potency is the fitted concentration of half-maximal effect; % is set by controls: 0 for no effect and ±100 for the full control effect; nearly all actives have a fitted effect of over 75% in size
# Target sequence (Q96KQ7 913-1193 limits assumed): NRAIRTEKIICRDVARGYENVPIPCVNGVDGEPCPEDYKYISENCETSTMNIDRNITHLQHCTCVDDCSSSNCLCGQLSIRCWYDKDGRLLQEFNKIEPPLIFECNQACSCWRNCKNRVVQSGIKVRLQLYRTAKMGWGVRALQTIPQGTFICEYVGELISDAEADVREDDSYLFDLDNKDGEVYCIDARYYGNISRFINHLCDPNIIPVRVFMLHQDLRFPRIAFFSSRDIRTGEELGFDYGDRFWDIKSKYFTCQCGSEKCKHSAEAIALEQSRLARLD
#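 Methyltransferase reactions run at room temperature for 2 h (20 nM enzyme, 500 nM biotin-H3K9 peptide, 20 uM SAM) after a 15 min compound preincubation; product detected by AlphaScreen beads and anti-H3K9me1 antibody.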
# ERG-DNA inh – inhibitors of human ERG Ets domain-DNA interaction; hit rate 0.028% among 370,000; P11308; AID 624246; fluorescence polarization, His-ERG Ets domain / labelled DNA; Potency, µM (titrated, usually from 76.9 µM), without a hit: at the top dose FP activity, negative = inhibition, actives largely listed as inhibitors; active = well fitted inhibition curve with a large enough effect in the polarisation, with a control signal flat; inconclusive = small, poorly fitted or top-dose-only effect, or effect the other way, or a change in a side signal; inactive = no such curve, though single readings can be large or run the other way; the % refers to the polarisation;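 note: polarization taken with two DNA probes labelled with fluorescein and Texas red; potency is the fitted concentration of half-maximal effect; % of control where 0% means no effect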
#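 His-tagged ERG Ets domain (1 uM in the protein solution; 300mM KCl, 50mM Tris-HCl, 1mM EDTA, 1mM DTT, pH 7.5) received compound, then a probe mix of 5 nM fluorescein-DNA and 100nM Texas-615-DNA. Fluorescence polarization was read for both dyes.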
# RGS4 inhibitor – blocks human RGS4-accelerated GTP hydrolysis; P49798; Transcreener GDP fluorescence polarization, RGS4-accelerated GTP hydrolysis; Potency, µM (highest dose often 114 µM), inactives show at the highest dose activity change, negative = inhibition, usual class: inhibitors; hit rate 0.039% among 390,000; AID 504845; note: potency is the fitted concentration of half-maximal effect; % is set by controls: 0 for no effect and ±100 for the full control effect; nearly all actives have a fitted effect of over 75% in size; some results filed as inactive show a strong effect at the top dose
#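 MLSMR compounds (23 nl, pin-transferred) preincubated 10 min at room temperature with a 500nM (2x) first reagent, then RGS4 at 900nM (2x) plus Transcreener GDP mix added; fluorescence polarization (620/688 nm) read before and after 90 min at 30 °C.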
# PI4K2A inh – blocks human PI4K2A kinase activity | Q9BTU6 | purified PI4K2A, ADP-Glo luminescence, 1 h; stronger effect = lower value | activity change, negative = inhibition, % at 76.9 µM | hit rate 0.13% among 420,000 | AID 1346378; in the data active = activity change below about -50%; inconclusive = mostly about -30% to -49%;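 note: -100% = wells without enzyme as full effect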
# Target sequence (Q9BTU6 whole entry, looked up): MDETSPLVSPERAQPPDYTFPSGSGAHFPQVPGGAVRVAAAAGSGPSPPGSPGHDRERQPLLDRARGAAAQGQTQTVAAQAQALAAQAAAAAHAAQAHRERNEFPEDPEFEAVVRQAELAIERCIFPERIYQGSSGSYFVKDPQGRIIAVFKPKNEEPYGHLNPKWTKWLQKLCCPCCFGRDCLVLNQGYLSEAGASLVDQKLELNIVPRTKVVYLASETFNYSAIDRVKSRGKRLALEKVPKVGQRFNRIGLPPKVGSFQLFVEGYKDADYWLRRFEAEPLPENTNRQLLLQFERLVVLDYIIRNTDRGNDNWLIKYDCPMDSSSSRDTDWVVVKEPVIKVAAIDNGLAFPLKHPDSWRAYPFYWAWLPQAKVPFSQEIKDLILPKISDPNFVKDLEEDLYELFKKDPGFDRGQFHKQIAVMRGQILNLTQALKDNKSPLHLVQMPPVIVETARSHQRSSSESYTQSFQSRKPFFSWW
#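 Compounds are screened against recombinant PI4K2A using PI as substrate and ATP, the latter dispensed at 300 microM. Reactions run one hour at ambient temperature before ADP-Glo detection; full inhibition defined by wells lacking enzyme.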
# GLS inh – glutaminase GLS (human) inhibition | Potency, µM (top dose mostly 45.5 µM), inactives show at the top dose activity change, negative = inhibition, actives largely listed as inhibitors | hit rate 0.21% among 410,000 | GLS enzymatic activity, qHTS titration | O94925; note: potency is the fitted concentration of half-maximal effect; % is set by controls: 0 for no effect and ±100 for the full control effect
#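 hKGA in 45 mM KH2PO4 (pH 8.2), 0.02% Tween-20 with compound, then 1mM L-Glutamine (stock as added) plus glutamate oxidase/HRP/Amplex red coupling mix. Fluorescence read initially and after 30 min at RT; signal change reflects glutamate formation.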
# JMJD2A Tudor inh – blocks the human JMJD2A Tudor domain; AlphaScreen JMJD2A-Tudor / H3K4me3 peptide binding; hit rate 4.4% among 390,000; O75164; Potency, µM (series often up to 114 µM), for inactives: at the top dose activity change, negative = inhibition, most hits filed as inhibitors; note: potency is the fitted concentration of half-maximal effect; % is set by controls: 0 for no effect and ±100 for the full control effect; nearly all actives have a fitted effect of over 50% in size
# HP1b chromo inh – HP1-beta chromodomain-methylated histone interaction inhibition; P83916; AlphaScreen HP1-beta / biotin-H3K9me3 peptide binding; Potency, µM (titrated, usually from 114 µM), for inactives: at the top dose activity change, negative = inhibition, actives largely listed as inhibitors; hit rate 0.56% among 390,000; note: potency is the fitted concentration of half-maximal effect; nearly all actives have a fitted effect of over 70% in size; inactives centre near 23
# Target sequence (P83916 whole entry, looked up): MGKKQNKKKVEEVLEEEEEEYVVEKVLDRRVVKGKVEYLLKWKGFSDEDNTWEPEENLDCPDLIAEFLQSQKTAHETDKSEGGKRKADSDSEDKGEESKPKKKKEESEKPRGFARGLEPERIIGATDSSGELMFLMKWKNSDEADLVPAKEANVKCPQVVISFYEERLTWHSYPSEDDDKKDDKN
#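 Compound inhibition of the preformed complex between 50 nM HP1-beta and 50 nM biotinylated H3K9me3 peptide was read by AlphaScreen. Buffer was PBS pH 7.4 with 0.01% Tween-20. Incubations ran 30 min at room temperature, with 10 ug/mL donor/acceptor beads.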
# ALOX12 inh – inhibitors of human 12S-lipoxygenase ALOX12; purified 12hLO, xylenol orange hydroperoxide absorbance; Potency, µM (titrated, usually from 108 µM), for the others: at the highest dose activity change, negative = inhibition, actives largely listed as inhibitors; hit rate 1.1% among 580,000; P18054; note: potency is the fitted concentration of half-maximal effect; % is set by controls: 0 for no effect and ±100 for the full control effect
#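 Purified human 12hLO at 150 nM in 25 mM Hepes, 0.01% Triton X-100, pH 7.0, preincubated 15 min at room temperature with compound. Reaction started with 40 uM arachidonic acid, 30 min at room temperature. Hydroperoxide measured by Fe-xylenol orange, 573/405 nm absorbance ratio.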
# BAZ2B inh – blocks human BAZ2B. AlphaScreen BAZ2B-H3K14Ac peptide displacement. Potency, µM (top dose mostly 114 µM), for inactives: at the highest dose activity change, negative = inhibition, hits mostly inhibitors. hit rate 4.4% among 360,000. AID 504333; note: potency is the fitted concentration of half-maximal effect; % is set by controls: 0 for no effect and ±100 for the full control effect; nearly all actives have a fitted effect of over 60% in size
#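 In this displacement format the biotinylated H3(5-23) peptide acetylated at Lys14 serves as ligand at 50 nM, with BAZ2B at 50 nM in PBS pH 7.4 containing 0.01% Tween-20. Donor and acceptor beads are 10 ug/mL final.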
# * = called active by the depositor; ? = inconclusive; . = not tested or not shown; & = joins results of further samples; [ ] = remark or other dose. Unless noted, calls come from the whole dose curve; as a rule, active = well fitted curve in the direction sought with a large enough effect; inconclusive = small, poorly fitted or top-dose-only effect, or another doubt; inactive = no such curve, though single readings can be large; an effect the other way counts as inactive or inconclusive. These rows are one share of the data (hit frequency here may not be typical).
SMILES,G9a block,ERG-DNA inh,RGS4 inhibitor,PI4K2A inh,GLS inh,JMJD2A Tudor inh,HP1b chromo inh,ALOX12 inh,BAZ2B inh
O=C(NCCc1cccc(Cl)c1)c1cc2ccccc2oc1=O,.,17%,8%,1,-4%,-6%,11%,.,-2%
COc1cc(/C=N/N2CCOCC2)ccc1OC(=O)c1ccco1,-26%,-11%,-30%,-15,3%,?,-6%,-3%,-36%
O=C(NN=Cc1ccc(Cl)cc1Cl)C1CC1,.,-4%,-6%,6,-1%,-8%,28%,?,.
COc1ccccc1NC(=O)CSc1cn(CC(=O)N2CCCC2)c2ccccc12,-30%[59 µM],3%,17%,-2,14%,-27%,38%,0%,?
Cc1ccc(-c2nnc3n2N=C(c2ccc(Br)cc2)CS3)cc1,?,14%,-40%,-2,-3%,-27%,18%,325%[activator],-8%
CCc1noc(C)c1C(=O)Nc1nc(-c2cccs2)cs1,-26%,-3%,2%,-3,3%,-15%,9%,-26%,4%
O=C(/C=C/c1ccco1)NC(=S)Nc1ccc(N2CCCC2)cc1,?,5%,?,-12,-7%,?,35µM*,?,10µM*
On1c(-c2ccc(Cl)cc2Cl)nc2ncccc21,15%,0%,4%[56.9 µM],10,7%,-8%,57%[activator],-8%,-2%
Cc1csc2nc(CNS(=O)(=O)c3cccnc3)cn12,.,.,-5%,0,0%,-15%,21%,-10%,.
COc1ccc(COC(=O)C2CCN(S(=O)(=O)c3ccc(Cl)cc3)CC2)cc1,8%,5%,-15%,-2,-19%,31%,61%[activator],2%,14%
Cc1ccc(-c2nnc(Nc3cccc(Br)c3)c3ccccc23)cc1S(=O)(=O)N1CCCCC1,9%[59 µM],-2%,-1%,-1,2%,0%,21%,0%,2%
O=C(NC(Cc1ccccc1)C(=O)O)/C(=C\c1ccccc1)NC(=O)c1ccc(Br)o1 (configuration not stated),.,-2%,12%,-4,-2%,-3%,30%,-4%,-6%
O=C(Nc1ccc(NC(=S)NC(=O)c2ccccc2F)cc1)c1cccs1,?,0%,-42%,-16,-16%,-19%,5%,?,-34%
O=C(COC(=O)Cc1n[nH]c(=O)c2ccccc12)Nc1cccc(C(F)(F)F)c1,-25%,-13%,22%,-4,-3%,-8%,22%,6%,-22%
O=C(NC1CCCCC1)C(c1ccc2ncccc2c1)N(Cc1ccccc1)C(=O)c1ccc2c(c1)OCCO2 (configuration not stated),-21%[12.7 µM],.,0%,0,-3%,-27%,10%,20%,-4%

# Just GLS inh and G9a block (6 entries from above):
structure,GLS inh,G9a block
Cc1ccc(-c2nnc3n2N=C(c2ccc(Br)cc2)CS3)cc1,-3%,?
CCc1noc(C)c1C(=O)Nc1nc(-c2cccs2)cs1,3%,-26%
O=C(/C=C/c1ccco1)NC(=S)Nc1ccc(N2CCCC2)cc1,-7%,?
On1c(-c2ccc(Cl)cc2Cl)nc2ncccc21,7%,15%
Cc1csc2nc(CNS(=O)(=O)c3cccnc3)cn12,0%,.
COc1ccc(COC(=O)C2CCN(S(=O)(=O)c3ccc(Cl)cc3)CC2)cc1,-19%,8%

# Some of these compounds in order of count of non-hydrogen atoms, low to high.
SMILES,G9a block,ERG-DNA inh,RGS4 inhibitor,PI4K2A inh,GLS inh,JMJD2A Tudor inh,HP1b chromo inh,ALOX12 inh,BAZ2B inh
Cc1ccc(-c2nnc3n2N=C(c2ccc(Br)cc2)CS3)cc1,?,14%,-40%,-2,-3%,-27%,18%,325%[activator],-8%
COc1ccc(COC(=O)C2CCN(S(=O)(=O)c3ccc(Cl)cc3)CC2)cc1,8%,5%,-15%,-2,-19%,31%,61%[activator],2%,14%
Cc1ccc(-c2nnc(Nc3cccc(Br)c3)c3ccccc23)cc1S(=O)(=O)N1CCCCC1,9%[59 µM],-2%,-1%,-1,2%,0%,21%,0%,2%

# Next part:
SMILES,G9a block,ERG-DNA inh,RGS4 inhibitor,PI4K2A inh,GLS inh,JMJD2A Tudor inh,HP1b chromo inh,ALOX12 inh,BAZ2B inh
COc1ccccc1-n1c(SCC(=O)N2CCc3ccccc32)nc2c(c1=O)SCC2,-2%[59 µM],12%,-23%,3,-6%,-29%,14%,7%,-4%
Cn1c(=O)n(C)c2cc([N+](=O)[O-])c(N3CCN(C(=O)c4cccc(Cl)c4)CC3)cc21,19%[59 µM],2%,?,-8,3%,-23%[57.1 µM],1%,0%,56µM*
CC(C)COC(=O)Nc1ccc(C(=O)O)cc1,?,2%,-15%,7,2%,1%,42%[activator],6%,2%
OCC1(Cc2ccccc2)CCN(Cc2cnn(-c3ccccc3F)c2)CC1,-3%,5%,8%,-3,-10%,-3%,9%,5%,-16%
Cc1ccc(OCCNC(=O)c2cc(C3CC3)nc3c2cnn3C(C)C)cc1,13%[12.7 µM],6%,2%,7,-3%,1%,50%[activator],-4%,3%
CN1CCC(N(C)S(=O)(=O)c2ccc(NC(=O)c3cccc(C#N)c3)cc2)CC1,?,-8%,14%,1,-2%,-6%,23%,1%,-3%
Cc1ccc(S(=O)(=O)N2CCC(C(=O)Nc3ccccc3N3CCCC3)CC2)c(C)c1,?,14%,14%,0,15%,?,-13%,-12%,-4%
CCCCCOC(=O)CSc1n[nH]c(=O)[nH]c1=O,11%[12.7 µM],7%,-3%,-1,1%,13%,16%,-16%,-9%
CC(=O)c1sc2ccccc2c1OC(=O)c1ccco1,13%[59 µM],3%,-8%,40,20%,-22%,27%,?,10%
O=C(CCCCCN1C(=O)CCC1=O)Nc1ccc(Cl)c(C(F)(F)F)c1,?,-1%,20%,1,1%,-9%,25%,5%,-18%
Cc1cc(C)c2c(CN3CCN(C)CC3)cc(=O)oc2c1,-10%[12.7 µM],-13%,36%,3,0%,-4%,7%,0%&13%,0%
CCOC(=O)C1CCN(S(=O)(=O)c2ccc3c(c2)CCN3C(C)=O)CC1,13%,-3%,7%,1,-2%,12%,36%,-15%,-5%
CCN(CC(=O)NC1CCS(=O)(=O)C1)C(=O)c1ccc(OC)c([N+](=O)[O-])c1 (configuration not stated),0%[12.7 µM],9%,-9%,-3,?,-11%,19%,6%,0%
O=C(Nc1ccc(Cl)cc1)c1nc[nH]c1C(=O)NCc1ccccc1,10%[0.501 µM],-7%,9%,-2,12%,-15%,38%,?,-6%
O=C(Nc1cccc(S(=O)(=O)NC2=NCCC2)c1)c1cc(F)c(F)c(F)c1F,-28%,-5%,-30%,-5,-10%,-8%,27%,-5%,-27%
CC1CN(c2oc(-c3ccccc3Cl)nc2C#N)CC(C)O1 (configuration not stated),-6%,-3%,-22%,0,6%,-9%,6%,7%,-9%
CCOC(=O)c1sc(N2N=C(C)/C(=C\c3ccc(OCC(=O)OC)cc3)C2=O)nc1C,-2%,8%,?,-4,-28%,-9%,34%,6%,7%
C=CCn1c(SCc2ccc(C(=O)NCCO)cc2)nc2ccccc2c1=O,-5%,21%,-23%,-2,-1%,-23%,21%,8%,-3%
CN(C)S(=O)(=O)N1CCN(C(=O)c2ccc3c(c2)OCO3)CC1,-2%[59 µM],4%,6%,1,8%,-16%,-10%,8%,1%
COc1ccc(NC(=O)c2cc3c(=O)n(Cc4cccnc4)ccc3nc2C)cc1OC,2%[59 µM],-5%,-9%,4,-1%,4%,25%,-11%,-2%
N/C(=N\O)c1ccc(Cl)cc1Cl,.,2%,24%,-2,20%,-4%,31%,103%[activator],1%
Cc1ccc(N2CCN(Cc3nnc(-c4ccccc4F)o3)CC2)c(C)c1,5%[59 µM],0%,-10%,-2,3%,-2%,31%,-4%,-4%
Cc1ccc(NC(=O)COc2ccc(Br)cc2C)cc1,5%[59 µM],-10%,-1%,-1,3%,1%,24%,-10%,-2%
C#CCOCCOCCOCCNc1nc(N2CCN(C(=O)Cn3cc(CCCCN)nn3)CC2)nc(N2CCN(C(=O)[C@H](C(C)C)n3cc(CCO)nn3)CC2)n1,?,4%,-11%,-5,-5%,-17%,33%,-25%,?
CC(=O)Nc1ccc(S(=O)(=O)N2CCN(C(=O)c3ccco3)CC2)cc1,15%,23%,-15%,-14,-6%,4%,23%,13%,-17%
COc1ccc(C(=O)CN2CCN(c3ccc(Cl)cc3)CC2)cc1OC,22µM*,6%,3%,-4,20%,-29%,19%,?,-38%
CCc1ccccc1N1C(=O)N(Cc2ccc(C#N)cc2)c2ccccc2S1(=O)=O,4%[59 µM],-1%,28%,-1,-6%,-13%,30%,-5%,-9%
Cc1ccc2c(c1)N(CC(=O)NCCCN1CCCCC1)C(=O)c1cccnc1O2,5%[59 µM],-5%&8%,2%&-6%,1&-1,-14%&6%,-16%&-1%,31%&20%,303%&-14%[activator],-4%&2%
Cc1cc(OCCOCCN(C)C)ccc1Cl,?,-3%,-14%,1,8%,28µM*,?,-37%,?
CCc1ccc(N2CC(c3nnc(NC(=O)c4ccco4)s3)CC2=O)cc1 (configuration not stated),14µM*,-2%,-30%,1,2%,-14%,11%,?,-19%
Cc1ccc(S(=O)(=O)N2CCN(c3ccnc4cc(Cl)ccc34)CC2)cc1,-30%,0%,4%,1,-5%,-22%,24%,?,-5%
